Compound activity deposited in PubChem by National Center for Advancing Translational Sciences (NCATS).
aSyn yeast inh: rescues yeast growth from alpha-synuclein toxicity. Yeast expressing alpha-synuclein, growth rescue, BacTiter-Glo, 24 h. Potency, µM (series often up to 46.1 µM), for inactives: top-dose growth rescue (activation), most hits filed as activators. hit rate 0.14% among 370,000. AID 652106; further: potency means the concentration at half of the fitted maximal effect; % of control where 0% means no effect; nearly all actives have a fitted effect of over 65% in size
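Readout is rescue of growth in alpha-synuclein-expressing yeast, so inhibitors of toxicity appear as activators. Growth after 24 hr at 30 deg C in galactose medium is quantified by luminescence.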
PTHR1 agonist: PTHR1 (human) receptor agonism; Q03431; HEK293 GP2 PTHR1 cells, GloSensor cAMP luminescence, 1 h; Potency, µM (series often up to 115 µM), inactives show top-dose activation, actives largely listed as activators; hit rate 0.075% among 410,000; AID 743266; further: potency means the concentration at half of the fitted maximal effect; nearly all actives have a fitted effect of over 55% in size; some results filed as inactive show a strong effect at the top dose; inactives centre near -15; many of its hits are not listed in these tables
Target sequence (Q03431 whole entry, looked up): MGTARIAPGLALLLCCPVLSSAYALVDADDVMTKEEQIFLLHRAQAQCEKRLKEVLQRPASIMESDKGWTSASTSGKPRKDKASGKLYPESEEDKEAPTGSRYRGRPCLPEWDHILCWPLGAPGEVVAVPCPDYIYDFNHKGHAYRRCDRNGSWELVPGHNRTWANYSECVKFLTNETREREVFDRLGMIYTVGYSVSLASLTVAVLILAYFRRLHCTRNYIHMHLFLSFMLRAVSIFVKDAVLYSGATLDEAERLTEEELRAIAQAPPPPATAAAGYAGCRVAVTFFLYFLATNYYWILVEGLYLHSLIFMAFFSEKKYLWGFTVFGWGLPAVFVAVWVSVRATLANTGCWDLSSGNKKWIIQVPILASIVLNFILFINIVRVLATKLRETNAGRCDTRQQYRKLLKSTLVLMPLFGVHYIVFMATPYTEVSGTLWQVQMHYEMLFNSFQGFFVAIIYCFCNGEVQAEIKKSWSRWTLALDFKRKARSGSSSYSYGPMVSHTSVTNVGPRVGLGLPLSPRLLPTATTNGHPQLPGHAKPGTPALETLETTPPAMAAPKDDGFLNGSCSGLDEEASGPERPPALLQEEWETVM
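HEK-293-derived GP2 cells expressing PTHR1 and a GloSensor cAMP reporter, 3,000/well, plated overnight, given luciferin plus IBMX (each 0.5 mM as added) for 1 h at 37 °C, then compound for 1 h at 37 °C. Luminescence was read after 15 min at room temperature.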
GLP-1R agonist: GLP-1 receptor (human) agonism; AID 624172; Potency, µM (titrated, usually from 45.6 µM), for inactives: at the highest dose activation, actives largely listed as activators; HEK293 GLP-1R CRE-luciferase, luminescence, 4-6 h; cells express a hypersensitive GLP-1R form; P43220; hit rate 0.007% among 380,000; further: potency means the concentration at half of the fitted maximal effect; % of control where 0% means no effect
Target sequence (P43220 whole entry, looked up): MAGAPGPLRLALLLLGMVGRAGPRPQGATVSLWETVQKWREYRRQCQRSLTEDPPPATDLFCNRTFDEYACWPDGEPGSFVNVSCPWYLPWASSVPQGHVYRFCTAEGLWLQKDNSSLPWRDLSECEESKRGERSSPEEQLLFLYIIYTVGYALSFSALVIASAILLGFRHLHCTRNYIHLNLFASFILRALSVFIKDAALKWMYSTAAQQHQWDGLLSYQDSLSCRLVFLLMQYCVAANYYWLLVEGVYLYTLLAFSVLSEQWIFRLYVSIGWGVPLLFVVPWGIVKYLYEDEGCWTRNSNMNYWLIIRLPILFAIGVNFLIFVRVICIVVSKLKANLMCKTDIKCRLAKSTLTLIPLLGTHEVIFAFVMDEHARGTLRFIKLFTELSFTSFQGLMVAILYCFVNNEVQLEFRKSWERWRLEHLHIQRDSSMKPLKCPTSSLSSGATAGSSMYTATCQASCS
GLP1R inv ag: acts as inverse agonist at human GLP-1 receptor; P43220; HEK293 GLP-1R CRE-luciferase, luminescence, 24 h; GLP-1R form is constitutively active; Potency, µM (series often up to 38.3 µM), for the others: top-dose activity change, negative = inhibition, usual class: inhibitors; hit rate 1.6% among 410,000; AID 624417; further: potency means the concentration at half of the fitted maximal effect; on the % scale 0 is the no-effect control and ±100 the full control effect; nearly all actives have a fitted effect of over 55% in size
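Inverse agonism was detected as reduced cAMP-driven luciferase luminescence after 24 h compound treatment. The cells were HEK293 clones expressing constitutively active human GLP-1R with the reporter. Reporter-only and GPR119 cell lines served as counterscreen controls.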
DRD3 antagonist: antagonists of human D3 dopamine receptor. D3R cells, DiscoveRx beta-arrestin luminescence, antagonist mode; active compounds read low. P35462. hit rate 2.5% among 360,000. max response, negative = inhibition, %; in the data active means max response below about -50%; inconclusive means no clear call, values can overlap the other calls; further: on the % scale 0 is the no-effect control and ±100 the full control effect; mostly tested at two doses, the higher about 12 µM
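Cells plated overnight at 1500 cells/well, then exposed to library compounds with dopamine controls for 90 minutes at 37 degrees C. DiscoveRx reagent added for 30–60 minutes at room temperature; luminescence read, quantitative HTS format.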
pAkt inh: blocks phosphorylation of Akt; hit rate 0.32% among 360,000; activity change, % for hits at 50 µM; Neuro2A IGF-stimulated pAkt S473 HTRF, 20 min; active compounds read low; in the data active means activity change below about -80%; inconclusive means mostly about -51% to -80%; further: on the % scale 0 is the no-effect control and ±100 the full control effect
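Single-point screen (50 µM final compound) in Neuro2A cells stimulated 20 min with 6 nM IGF at 37 deg C. After lysis, Ser473-phosphorylated Akt read by HTRF (ex 330 nm, em 615/665 nm) as the 665/615 ratio.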
FUS suppressor: suppressors of FUS proteinopathy in yeast; S. cerevisiae FUS-expressing, growth rescue, OD600, 24 h; Potency, µM (top dose mostly 76.6 µM), inactives show at the top dose growth rescue (activation), most hits filed as activators; hit rate 0.24% among 390,000; AID 1347120;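 further: potency means the concentration at half of the fitted maximal effect; plate controls were DMSO vehicle for no effect and reference control for full effect; nearly all actives have a fitted effect of over 55% in size; some results filed as inactive show a strong effect at the top dose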
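Absorbance at 600 nm, taken 24hr after compound addition, measured rescue of FUS-yeast growth at 30C. Induction used 2% galactose with seeding at OD 0.005. Controls: CP55940 from 92uM final, DMSO only.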
Abeta rescue: A-beta toxicity reversal in yeast. yeast expressing A-beta42, growth rescue, OD600, 48 h; response scale: 0% DMSO, 100% iron-clioquinol control. Potency, µM (series often up to 46.1 µM), inactives show top-dose growth rescue, actives largely listed as activators. hit rate 0.063% among 410,000; further: potency means the concentration at half of the fitted maximal effect; nearly all actives have a fitted effect of over 55% in size
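Growth rescue measured by 600 nm absorbance after 48 h yeast culture at 30 C with compound. Values normalized between DMSO and an equimolar ferric chloride plus clioquinol control.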
TDP43 rescue: rescues yeast growth from TDP-43 toxicity | AID 652104 | hit rate 1.8% among 410,000 | Potency, µM (doses to about 46.1 µM), for the others: at the top dose growth rescue (activation), most hits filed as activators | TDP-43 expressing yeast growth rescue, BacTiter-Glo, 24 h; further: potency means the concentration at half of the fitted maximal effect; % of control where 0% means no effect; nearly all actives have a fitted effect of over 50% in size
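Cell-based yeast growth screen: TDP-43 expression induced in galactose, inoculum OD600=0.02 after raffinose pregrowth to mid-log. Read-out BacTiter-Glo luminescence at 24 hr, 30 deg C; inhibition of toxicity seen as signal increase.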
An asterisk follows results filed as active; i = inactive; u = inconclusive; x = not tested or not shown; & = joins results of further samples; [ ] = remark or other dose. Unless noted, the call rests on the fitted dose curve; in most records, active means well fitted curve in the direction sought with a large enough effect; inconclusive means small, poorly fitted or top-dose-only effect, or another doubt; inactive means no such curve, though single readings can be large; an effect the other way counts as inactive or inconclusive. An excerpt; count on the stated rates, not on these rows.

Compound,aSyn yeast inh,PTHR1 agonist,GLP-1R agonist,GLP1R inv ag,DRD3 antagonist,pAkt inh,FUS suppressor,Abeta rescue,TDP43 rescue
CC(NC(=O)C1CCC(CNc2c(N3CCCCC3)c(=O)c2=O)CC1)c1ccccc1 (stereo unspecified),11%,26%,5%,3%,-10,i,39%,-5%,-29%
c1ccc(Nc2c3c(nc4ccccc24)CCC3)cc1,-1%,-35%[inhibitor],6%,11µM*,-2,i,11%,-9%,-15%
COc1cccc(CNC(=O)C(C)n2ccc3cc(S(=O)(=O)N4CCCCCC4)ccc32)c1 (stereo unspecified),1%,-1%,4%,13µM*,1,i,16%&30%,-3%&7%,-2%&17%
CN(C)S(=O)(=O)c1cc(C(=O)NCC2CCCO2)c(Cl)cc1Cl (stereo unspecified),-1%,i,-4%,2%,14,i,9%,14%,6%
COc1cccc(C(=O)Nc2nc(-c3nnn(-c4cccc(Cl)c4C)c3C)ns2)c1,x,-37%,x,u,x,x,3%,1%,22%
CC1CC(C)CN(C(=O)c2ccc(CNc3c(N4CCCC4)c(=O)c3=O)cc2)C1 (stereo unspecified),4%,i,-2%,5%,6,i,4%,-1%,13%
CCc1cccc(NC(=O)C2CCCN(S(=O)(=O)c3c(C)[nH]c(=O)[nH]c3=O)C2)c1 (stereo unspecified),-3%,i,-3%,0%,-15,i,-44%,3%[9.22 µM],5%
Cc1cc(C)cc(C(=O)NC(CC(N)=O)c2ccc(NCC3CC3)c([N+](=O)[O-])c2)c1 (stereo unspecified),2%,-12%,-5%,14%,12,i,-24%,0%,1%
C/C(=N\NC(=O)c1ccc(CSc2nc(C)cc(C)n2)cc1)c1ccco1,1%,-5%,3%,18%,-10,i,9%,-11%,15%
C[C@@H]1CN([C@H](C)CO)C(=O)c2cc(-c3ccc(F)cc3)cnc2O[C@H]1CN(C)C(=O)c1ccc(F)cc1,-1%,-24%,-4%,-9%,-24,i,u,-6%,6%
COc1ccc(Cl)cc1NC(=O)CN(C)CC(=O)Nc1ccccc1C(F)(F)F,9%,i,14%,u,1,i,13%,13%,19%
CCOc1ccc(CCNC(=O)CS(=O)Cc2nc(-c3ccccc3Cl)oc2C)cc1OCC (stereo unspecified),6%,-7%,17%,17%,12,i,31%,17%,2%
COc1cc(F)ccc1-c1cc(C(=O)NCc2cccs2)[nH]n1,6%,i,-6%,20%,13,i,-8%,25%,23%
CCc1nnc(N2C(=O)c3ccccc3C2(O)c2ccccc2)s1 (stereo unspecified),1%,-6%,11%,-18%,-3,i,16%,-10%,-8%
COc1ccc(NC(=O)CN2CCN(C3c4ccccc4-c4ccccc43)CC2)c(OC)c1,10%,i,-5%,-23%,-27,i,-32%,-2%[9.22 µM],11%
CCOc1ccc(CNC(=O)C2CCCN(S(=O)(=O)N(CC)c3ccc(OCC)cc3)C2)cc1 (stereo unspecified),x,-6%,x,u,x,x,-5%,-9%,18%
COc1ccccc1-c1nc(-c2ccc(Br)o2)no1,0%,-7%&-18%,-2%,u,6,i,-6%&-3%,-2%&-22%,21%
CSCc1ccc(C(=O)N2CCC(N3CCC(C(=O)NC(C)C)CC3)CC2)o1,4%,i,1%,-1%,13,i,x,-7%,3%
O=C(CN(c1ccc(F)cc1)S(=O)(=O)c1ccc2c(c1)OCCO2)NCc1ccccc1,2%,i,10%,-3%,-10,i,-11%,19%,-12%
O=C(CCN1C(=O)/C(=C/c2ccc3c(c2)OCO3)SC1=S)Nc1cccc(C(=O)O)c1,6%,-36%[inhibitor],-17%,20%,-3,i,-5%,8%,1%
O=C(Nc1ccccc1)c1cc(C2CCCN(C(=O)C/C=C/c3ccccc3)C2)on1 (stereo unspecified),-4%,-23%,9%,26%,3,i,u,-2%,22µM*
COc1ccc(CCN2C(=O)CC(C(N)=O)SC2=Nc2ccc(F)cc2)cc1OC (stereo unspecified),-8%,-59%,3%,1%,-16,i,2%,-1%,-11%
COc1cccc(NC(=O)CC(=O)Nc2ccc3nc4n(c(=O)c3c2)CCCCC4)c1,x,-25%,x,14%,x,x,6%,-9%,8%
CCOc1ccccc1NC(=O)CSc1nc2c(oc3ccccc32)c(=O)n1C(C)C,x,i,x,17%,x,x,-14%,-6%,u
CNc1nc(NCCOc2ccccc2)c2sccc2n1,0%,-21%,0%,-26%,0,i,-16%,-16%,17%

Some of the entries so far, with two lines to a compound:
Values run as follows: aSyn yeast inh, PTHR1 agonist, GLP-1R agonist, GLP1R inv ag, DRD3 antagonist, pAkt inh, FUS suppressor, Abeta rescue, TDP43 rescue
> CCc1nnc(N2C(=O)c3ccccc3C2(O)c2ccccc2)s1 (stereo unspecified)
  1%, -6%, 11%, -18%, -3, i, 16%, -10%, -8%
> COc1ccc(NC(=O)CN2CCN(C3c4ccccc4-c4ccccc43)CC2)c(OC)c1
  10%, i, -5%, -23%, -27, i, -32%, -2%[9.22 µM], 11%

Remaining list, next part:
Compound,aSyn yeast inh,PTHR1 agonist,GLP-1R agonist,GLP1R inv ag,DRD3 antagonist,pAkt inh,FUS suppressor,Abeta rescue,TDP43 rescue
CCOC(=O)c1c(NC(=O)COC(=O)Cn2c(C(F)(F)F)nc3ccccc32)sc(C)c1C,1%,i,-6%,3%,0,i,-8%,5%,3%
O=C(Nc1cccc(Cl)c1)c1ccc2c(=O)n3c(nc2c1)CCCCC3,7%,-91%[inhibitor],4%,u,21,i,28%,20%,-44%[inhibitor]
Cc1[nH][nH]c(=O)c1C,-4%,i,7%,-2%,4,i,-19%,-13%,8%
CN(C)S(=O)(=O)N1CCN(C(=O)c2ccc3c(c2)OCO3)CC1,2%,i,1%,4%,8,i,-31%,-3%,-3%
Cc1cc(C)n(C(=O)CNC(=O)c2ccco2)n1,-12%,i,-10%,0%,-4,i,-13%,-13%,-30%[inhibitor]
C/C(=N\OCC(=O)NCC(F)(F)F)c1cc2ccccc2o1,2%,i,7%,10%,3,i,x,4%,-10%
CCN1C(=O)c2ccccc2S(=O)c2ccc(C(=O)N3CCCC3)cc21 (stereo unspecified),1%,-17%,0%,20%,-6,i,1%,9%,12%
CCCc1oc(C(=O)O)cc1CN,0%,18µM*,-1%,8%,-7,i,u,-27%,-8%
COCCCN1C(=O)c2ccc(C(=O)OCC(=O)NCCc3ccccc3)cc2C1=O,1%,-18%,5%,-5%,1,i,15%,-9%,-23%
O=C(C(Sc1ccccc1)c1ccc(Br)cc1)N1CCOCC1 (stereo unspecified),11%,-83%[inhibitor],6%,u,-11,i,14%,3%,25%
O=C(NCCCN1CCCC1=O)c1ccc(S(=O)(=O)Nc2ccccc2)cc1,4%,i,-19%,-15%,4,i,5%,15%,18%
O=C(NCCCn1ccnc1)c1cc2nc(-c3ccc(Br)cc3)cc(C(F)(F)F)n2n1,4%,i,16%,u,-12,i,-6%,0%,11%
COc1cc(-c2nc3ccccn3c2/N=C/c2ccc(F)cc2)ccc1O,-6%,-15%,13%,9%,-22,i,20%,-14%,-8%
N/C(=N/O)c1nc(N2CCCC2)nc(N(c2ccccc2)c2ccccc2)n1,7%,u,2%,u,0,i,38%,20%,-1%
O=C(NCc1ccccc1)c1cc(C2CCCCN2C(=O)c2cccs2)on1 (stereo unspecified),-7%,-14%,4%,u,0,i,18%,-8%,2%
CCOC(=O)C1(CCCc2ccccc2)CCN(Cc2nccn2CC)CC1,-1%,-23%,21%,10µM*,-3,i,5%,6%,4%
CCC(=O)NNc1nc2c(F)cc(F)cc2s1,1%,i,0%,6%,23,i,-23%,0%,0%
CCCCNC(=O)CCC(=O)Nc1ccc2nc(N3CCN(C)CC3)cc(C)c2c1,0%,i,6%,2%,4,i,-13%,x,9%
CCOC(=O)c1ccc(N=c2sc(C(=O)OC)cc(=O)n2Cc2ccc3c(c2)OCO3)cc1,-4%,-17%,3%,u,-8,i,-9%,1%,-7%
O=C(CSc1nc2ccc([N+](=O)[O-])cc2s1)NCC1CCCO1 (stereo unspecified),4%,-14%,9%,-3%,11,i,-8%,-1%,15%
Cc1ccc(S(=O)(=O)N(CCCO)CC(O)CON=C2c3ccccc3-c3ccccc32)cc1 (stereo unspecified),u,-25%,-4%,u,32,i,x,8%,u
Cc1c(NC(=O)CN2CCCc3ccccc32)c(=O)n(-c2ccccc2)n1C,-19%,-22%[57.5 µM],-2%,0%,5,i,-1%,-6%,-5%
CCOC(=O)C1(CCCc2ccccc2)CCN(Cc2cnn(C)c2)CC1,3%,-21%,13%,u,-17,i,29%,-9%,-1%[9.22 µM]
CCOc1ccc(C2CC(c3cccc(OC)c3)Nc3ncnn32)cc1 (stereo unspecified),0%,-4%,-3%,2%,6,i,8%,u,15%
O=c1[nH]c2ccc(Cl)cc2c(-c2ccccc2)c1SC(=S)N1CCOCC1,-7%,-23%[57.5 µM],-21%,u,22,i,u,29%,7%
O=C(CSC(=S)N1CCCC1)Nc1ccc(Br)cc1Cl,1%,-7%,9%,u,11,i,-2%,1%,8%
CC(=O)Nc1ccc(-c2nnc(SCc3ccc(C)cc3)n2C)cc1,-2%,i,11%,0%,20,i,9%,4%,14%
COc1ccccc1NC(=O)CSc1nnc(CC(=O)Nc2ccccc2)n1C,-11%,i,-1%,-13%,17,i,1%,-1%,-5%
O=C(c1ccccc1Cc1ccccc1)N1CCN(S(=O)(=O)c2ccc(F)cc2)CC1,2%,-12%,-3%,6%,-6,i,-11%,0%,u
Cc1cc(C)n2cc(CSC3=NCCS3)nc2n1,-15%,i,26%,17%,-13,i,5%,10%,-6%
